KDM5B inhibitor – Primary screen for KDM5B Histone Demethylases FDH-coupled qHTS | KDM5B demethylase, FDH-coupled NADH fluorescence (FDH is formaldehyde dehydrogenase) | Potency, µM (titrated, usually from 57.7 µM), without a hit: at the highest dose activity change, negative = inhibition, most hits filed as inhibitors | 2.6% of 220,000 active | AID 1347165, 2019; active = well fitted inhibition curve with a large enough effect; inconclusive = small, poorly fitted or top-dose-only effect; inactive = no such curve, though single readings can be large or run the other way; also: 0% is about no effect; nearly all actives have a fitted effect of over 70% in size
Target sequence (Q9UGL1 whole entry, looked up): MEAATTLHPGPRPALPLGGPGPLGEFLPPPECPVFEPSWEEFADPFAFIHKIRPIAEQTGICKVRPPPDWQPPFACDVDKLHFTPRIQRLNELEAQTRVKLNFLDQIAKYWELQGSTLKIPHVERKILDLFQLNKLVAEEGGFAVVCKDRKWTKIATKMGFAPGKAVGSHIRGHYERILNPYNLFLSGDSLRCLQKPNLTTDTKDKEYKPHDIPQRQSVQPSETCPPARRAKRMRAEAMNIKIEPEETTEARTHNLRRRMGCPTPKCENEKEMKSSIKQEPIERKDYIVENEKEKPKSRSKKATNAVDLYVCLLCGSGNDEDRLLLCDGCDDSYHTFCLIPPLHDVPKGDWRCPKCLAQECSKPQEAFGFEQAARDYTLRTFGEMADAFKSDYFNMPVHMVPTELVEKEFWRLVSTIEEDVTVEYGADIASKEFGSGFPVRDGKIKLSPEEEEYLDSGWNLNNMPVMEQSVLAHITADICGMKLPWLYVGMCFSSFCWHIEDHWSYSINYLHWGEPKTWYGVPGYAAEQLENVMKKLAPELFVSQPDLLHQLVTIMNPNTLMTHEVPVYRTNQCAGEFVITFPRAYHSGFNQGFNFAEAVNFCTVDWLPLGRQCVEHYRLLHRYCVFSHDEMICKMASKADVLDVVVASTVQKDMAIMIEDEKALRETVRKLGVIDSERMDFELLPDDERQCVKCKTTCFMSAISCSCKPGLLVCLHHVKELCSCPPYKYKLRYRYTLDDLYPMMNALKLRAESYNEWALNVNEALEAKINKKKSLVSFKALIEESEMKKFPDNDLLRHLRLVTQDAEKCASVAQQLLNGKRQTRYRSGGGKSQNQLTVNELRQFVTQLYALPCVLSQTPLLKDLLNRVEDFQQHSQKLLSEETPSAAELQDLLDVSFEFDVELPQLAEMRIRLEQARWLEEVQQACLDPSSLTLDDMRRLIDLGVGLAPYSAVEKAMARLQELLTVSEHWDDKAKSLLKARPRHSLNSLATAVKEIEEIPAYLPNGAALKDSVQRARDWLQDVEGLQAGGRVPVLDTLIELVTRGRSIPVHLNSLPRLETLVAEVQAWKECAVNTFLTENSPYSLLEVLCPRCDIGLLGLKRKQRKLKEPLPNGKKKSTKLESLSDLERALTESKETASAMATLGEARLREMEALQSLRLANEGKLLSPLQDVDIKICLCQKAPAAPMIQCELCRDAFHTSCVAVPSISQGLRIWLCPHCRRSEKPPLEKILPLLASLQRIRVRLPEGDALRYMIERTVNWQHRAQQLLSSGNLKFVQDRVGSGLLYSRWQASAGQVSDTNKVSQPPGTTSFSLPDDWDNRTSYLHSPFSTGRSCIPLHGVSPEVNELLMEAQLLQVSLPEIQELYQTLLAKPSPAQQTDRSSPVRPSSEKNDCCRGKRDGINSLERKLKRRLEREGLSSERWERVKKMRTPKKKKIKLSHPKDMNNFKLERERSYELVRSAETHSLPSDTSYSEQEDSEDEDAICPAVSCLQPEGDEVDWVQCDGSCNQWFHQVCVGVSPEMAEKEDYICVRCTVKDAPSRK
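Here, H3K4me3 peptide (12.5 µM in substrate mix) is demethylated by KDM5BΔAP, 200 nM final, after 10 min compound exposure. Formaldehyde product is coupled through FDH (0.25 U/mL in mix) to NADH fluorescence; 30-min ΔRFU feeds dose-response curves.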
* = called active by the depositor; u = inconclusive; [ ] = another dose, or the depositor's remark. Potency is read from the fitted curve at half-maximal effect. This is a subset; the hit share may differ from the screen's.

SMILES	KDM5B inhibitor
CCc1ccc(-c2nn(C)c(=O)c3c2CCCC3)cc1S(=O)(=O)Nc1cccc(C(C)=O)c1	14.7%
COc1cccc(CN2C[C@@H]3C(=O)N(Cc4ccc5c(c4)OCO5)C(=O)[C@@H]3C2)c1OC	-1.3%
COC[C@@H]1CN(C(=O)c2nccc3ccccc23)C[C@H]1c1ccccn1	-11.3%
O=c1c2nc(Nc3ccc(C(F)(F)F)cc3)ccc2ncn1C1CC1	u
CN(C)c1cccc(Oc2nnnn2[C@H]2CO[C@H]3[C@@H]2OC[C@@H]3N)c1	15.9%[86.2 µM]
CSc1cccc(N=Cc2cc(Cl)ccc2O)c1	5.2%
Cc1ccc(S(=O)(=O)N(C)CC(=O)N2CCC(C(N)=O)CC2)cc1	26.2%
COc1cccc(-c2nn(-c3ccccc3)c(OC(C)=O)c2-c2ccc(NC(=O)c3ccco3)cc2)c1	u
CCOc1ccc(-c2nonc2NC(=O)c2oc3ccc(Cl)cc3c2C)cc1	-6.4%
Cc1ccc(OCc2nc(-c3ccc(C(=O)NCCc4ccc(S(N)(=O)=O)cc4)cc3)oc2C)cc1	-17.0%
Cc1cc(=O)n(CC(=O)NCCc2ccc(Cl)cc2)c(N2CCc3ccccc3C2)n1	u
CCS(=O)(=O)N1CCc2cc(C(=O)CSc3nnc(C)n3C3CC3)ccc21	5.6%
CC1=C[C@@H](CNC(=O)COc2ccccc2)[C@H](C(C)C)C[C@H]1CC(=O)NCCN1CCOCC1	u
CCc1noc(-c2cn(C3CCN(C(=O)C(C)Oc4ccccc4)CC3)nn2)n1 (stereo not given)	u
CCC1(N2CCN(C(=O)Nc3cccc(F)c3C)CC2)CCN(C(=O)C(C)C)C1 (stereo not given)	-8.4%
COc1cccc(N2C(=O)NC(=NC3CCCCC3)C23CCCN(Cc2ccc(F)cc2)C3)c1 (stereo not given)	12.3%[115 µM]
Cc1cnn(CCCNC(=O)C2CC(=O)N(C(C)(C)C)C2)c1 (stereo not given)	4.0%
O=C(CSc1nccn1Cc1ccccc1)Nc1ccc2c(c1)OCO2	-21.6%
O=C(Nc1cnc(-c2ccc(Cl)cc2)nc1)c1cccc(F)c1	-16.5%
Cc1ccc(C(=O)NC2CCN(c3cc(-c4ccccc4)[nH]n3)CC2)c(C)c1	-12.4%
Cc1ccc(Cn2c(-c3ccc(F)cc3)nc(C)c(CCO)c2=O)cc1C	u
COc1ccc(-n2cc(-c3ccccc3)nc2SCC(=O)Nc2ccccc2)cc1Cl	-6.2%
CCCCCNc1ncnc2c1CN(C1CCCNC1)C(=O)CN2C (stereo not given)	-0.2%[115 µM]
COc1ccc(-c2nnc(C3CCN(S(=O)(=O)c4ccc(C)c(C)c4)CC3)o2)cc1	u
COc1ccccc1CNC(=O)c1ccc(C)c(-n2cnc3cccnc32)c1	-6.7%
CN(CC(=O)NCCc1ccc(F)cc1)Cc1ccc(Br)cc1	-10.9%
CCN(C(=O)c1ccc2c(c1)N(S(C)(=O)=O)CC2)c1ccccc1	17.8%
Cc1cc(C)cc(NC(=O)CCc2c(C)nc3nc(CNC(=O)c4cccc(F)c4)nn3c2C)c1	10.2%
Cc1ccc(-n2c(SCc3nc(-c4ccccc4C)no3)nnc2-c2ccncc2)cc1C	-21.1%
CCOc1ccc(CCNC(=O)c2cc3c(-c4cccc(OC)c4)nn(C)c3s2)cc1OCC	u
COC(=O)c1ccccc1NC(=O)CCCn1nc(C)c2sc3ccccc3c2c1=O	-21.6%
CC(C)(C)c1ccc(S(=O)(=O)Nc2ccc(O)c(Sc3nc4ccccc4s3)c2)cc1	-27.4%
Cc1cccc(CN2C(=O)c3ccccc3S(=O)(=O)c3ccc(C(=O)N(C)Cc4ccccc4)cc32)c1	-1.5%
CCOC(=O)N1CCN(S(=O)(=O)c2ccc(OCC)c(C)c2)CC1	-12.9%
CC(C)(C)C(=O)Nc1nc2c(s1)C[C@@H]1[C@](C)(CO)[C@H](O)CC[C@@]1(C)[C@@H]2CC(=O)NC1CC1	3.6%
O=S(=O)(NC(c1ccccc1)C1CC1)c1cccs1 (stereo not given)	-6.1%
O=C(NC1CC(c2nnc(CO)n2C2CC2)C1)c1scc2c1OCCO2 (stereo not given)	-11.8%
COc1cc(Cn2c(=O)oc3ccc(C)cc32)ccc1OCCC(C)C	u
COc1ccc(/C=C\c2onc(C)c2S(=O)(=O)N2CCC(C(=O)Nc3cccc(Cl)c3)CC2)cc1	-25.1%
Fc1ccc2nc(CO[C@H]3CN(Cc4ccccc4)C[C@H]3F)[nH]c2c1	21.7%[86.2 µM]
COc1ccc(S(=O)(=O)NCCc2csc(-c3cccc(F)c3)n2)cc1OC	u
COc1ccc2c(CNC3CCCCCC3)c(C(=O)O)n(Cc3ccc(C)cc3)c2c1	-17.1%
Cc1cc(C)c2c(=O)cc(C(=O)Nc3cccnc3)oc2c1	10.1%
CCCCNC(=O)N1CCC2(CC1)SCC(=O)N2c1ccc(OC)cc1	-14.2%
Cc1nnsc1C(=O)NC1CCCc2c1cnn2-c1ccc(C(C)(C)C)cc1 (stereo not given)	-5.8%
Cc1cccc(N(C)S(=O)(=O)c2cc3[nH]c(=O)c(=O)[nH]c3cc2C)c1	u
COc1ccccc1NC(=O)C(C)N(C)Cc1ccccc1N1CCCCC1 (stereo not given)	-10.5%
O=C(Nc1ccc(N2CCOCC2)cc1)C1CCN(c2cn[nH]c(=O)c2)C1 (stereo not given)	5.2%
Oc1cccc(/C=C/c2nc3cc(Cl)ccc3o2)c1	u
COc1ccc(-c2nn(-c3ccccc3C)cc2CN(C)C(C)c2ccncn2)cc1F (stereo not given)	-8.3%
CC(C)(C)c1ccc(C(=O)N2CCC(c3nc(-c4ccc(S(=O)(=O)N5CCCC5)cc4)no3)CC2)cc1	-15.6%
Cc1c(C(=O)N(CCC#N)c2ccccc2)sc2nc3n(c(=O)c12)CCCC3	-3.3%
CCC(CC)C(=O)Nc1nnc(SCc2cc(=O)c3ccccc3[nH]2)s1	-22.7%
CC(=O)N(Cc1cccnc1)c1nc2c(C)cc(C)cc2s1	-19.3%
COc1cccc(CNC(=O)c2cccc(-n3c(C)nc4cccnc43)c2C)c1	-15.4%
Cn1cc(-c2ccc3c(n2)CN(Cc2ccc(F)cc2)C(=O)CO3)cn1	-15.3%[86.2 µM]
Cc1ccccc1NC(=O)CN1C(=O)C(C)(C)c2ccccc21	-4.7%
CCCCN(CCCC)C(=O)c1cc2c(=O)n3ccccc3nc2s1	u
Cc1cc(C)c(C(N)C(=O)O)cc1C (stereo not given)	10.6%
CCOC(=O)c1ccc(NC(=O)c2sc3nc(-c4ccncc4)ccc3c2N)cc1	10.8%
More structures:
SMILES	KDM5B inhibitor
COCCNCC(=O)C12CC3CC(CC(C3)C1)C2	-15.0%
Cc1ccc(-c2noc(CSc3nnc(C)n3-c3ccc(F)cc3)n2)cc1	-3.6%
COc1cc(OC)c(C(=O)N2Cc3cnc(CC(C)C)nc3C2)cc1OC	-4.6%
O=C(CSc1nc2c([nH]c3ccccc32)c(=O)n1-c1ccc(Cl)cc1)NC1CCCCC1	-3.9%
O=C(CNC(=O)c1ccccc1Cl)OCc1cc(=O)n2nc(C3CC3)sc2n1	6.2%
O=C(CN1CCN(c2ncccn2)CC1)NCCc1nc(-c2cccnc2)no1	8.8%
Cc1ccoc1C(=O)N1CCCn2ccnc2C1c1cnn(C)c1 (stereo not given)	-7.6%
COc1ccc(Cl)cc1-c1nc(SCC(=O)NC(C)(C#N)C(C)C)n[nH]1 (stereo not given)	13.3%
CCCOC(=O)N1CCCC2(CCC(=O)N(Cc3ccccc3)C2)C1 (stereo not given)	-8.6%
COc1cccc(NC(=O)Nc2c(NC3CCCC3)c3ccccc3oc2=O)c1	8.5%
COc1cccc(C(=O)OCCOc2ccccc2Cl)c1O	9.0%
Cc1ccc(C(=O)N2CCC3(CC2)NC(=O)N(Cc2ccccc2)C3=O)cc1F	29.2%
COc1ccc(-c2[nH]ncc2CN2CCCN(S(=O)(=O)c3ccccc3)CCC(=O)NCC2)cc1	-7.0%
Cc1cc(C(=O)N2CCCCCCNC(=O)[C@@H]3C[C@@H](c4nc(Cc5ccccc5)no4)C[C@@H]32)n(C)n1	-5.1%
CCOC(=O)CC(NC(=O)c1cc2cc(Cl)ccc2oc1=O)c1ccccc1Cl (stereo not given)	13.1%
CC(NC(=O)c1cc2ccccc2[nH]1)c1ccccc1 (stereo not given)	u
O=C(c1ccoc1)N1CCCC1c1nc(C2CCOCC2)no1 (stereo not given)	-29.9%
O=C(COC(=O)C1(c2ccc(F)cc2)CCCC1)Nc1ccc([N+](=O)[O-])cc1C(F)(F)F	6.1%
CCn1c(=O)c2cc(C(=O)NCCCOC)sc2c2ccccc21	u
CCCn1cc2c(C(F)(F)F)cc(=O)n(CCC(=O)O)c2n1	u
CC(C)c1ccc(OCC(=O)Nc2ccc3oc(-c4cccnc4)nc3c2)cc1	u
COC(=O)c1ccc(COC(=O)c2cc3c(s2)CCC3)o1	u
CCN(Cc1nc(-c2ccc(OC)cc2)oc1C)S(=O)(=O)c1ccc(C)cc1	-19.9%
Cn1c(=O)[nH]c(=O)c2c1nc(N1CCC(C(N)=O)CC1)n2Cc1ccccc1Cl	-9.5%
CC(C)(/C=N/O)/[N+]([O-])=C/c1ccc(F)cc1	-1.4%
CCOC(=O)c1[nH]c2c(c1CCC1CCCCC1)C(=O)CC(c1ccccc1)C2 (stereo not given)	20.5%
CCCSC1=C(C#N)C(c2ccc(O)cc2)CC(=O)N1 (stereo not given)	-2.7%
CCc1ccc(C(=O)NC(C)C2CCCO2)s1 (stereo not given)	12.2%
Cc1ccc(S(=O)(=O)N2CC(C(=O)NC3CCCCC3)C3(CCOCC3)C2)cc1 (stereo not given)	2.0%
CCOc1ccc(C(=O)NCC(=O)NCCCSc2ccccc2)cc1OCC	22.8%
COc1ccc(-c2nn(C)c(=O)c3ccccc23)cc1NC(=O)c1ccccc1	0.9%
COCC(=O)NC[C@H]1OC[C@@H](NCc2ccc(C)cc2)[C@@H]1O	3.8%[86.2 µM]
Cc1ccccc1N1CCN(C(=S)c2ccc(-c3ccc([N+](=O)[O-])cc3)o2)CC1	-23.7%
Cn1ncc(Cl)c1C(=O)NNC(=O)Nc1cccc2ccccc12	-3.9%
CN(C)C(=O)COC(=O)c1ccccc1-c1nc2ccccc2s1	-28.1%
CC(C)N1C[C@H](C(=O)NCCCc2ccccc2)[C@H](C(=O)O)C1	-27.7%
COc1ccc(C(=O)Oc2cccc(C)c2C)cc1Br	-1.6%
Cc1c(C(=O)c2ccccc2)oc2ccc(N)cc12	-10.6%
COCCNC(=O)CCc1c(C)nn(-c2ccccc2)c1Oc1ccc(F)cc1F	3.5%
C[C@@H](O)[C@H](N)C(=O)N1CCc2onc(-c3cccc4ccccc34)c2C1	u

Overlap with the part before: four entries, then new ones.
SMILES	KDM5B inhibitor
COc1ccc(C(=O)Oc2cccc(C)c2C)cc1Br	-1.6%
Cc1c(C(=O)c2ccccc2)oc2ccc(N)cc12	-10.6%
COCCNC(=O)CCc1c(C)nn(-c2ccccc2)c1Oc1ccc(F)cc1F	3.5%
C[C@@H](O)[C@H](N)C(=O)N1CCc2onc(-c3cccc4ccccc34)c2C1	u
O=C(O)CC(C(=O)O)c1ccc(OCCCOc2ccc(C(CC(=O)O)C(=O)O)cc2)cc1 (stereo not given)	2.6%
Cc1ccc2nc(C)c(Cc3nnc(SCC(=O)Nc4cccc(Cl)c4C)n3C)c(=O)n2c1	u
CCCn1c(=O)[nH]c(=O)c2c1nc(-c1cccc(C)c1)n2CCN1CCOCC1	u
COC(=O)c1ccc(/C=N/NC(=O)C2CC2)cc1	-3.9%
O=C(c1ccccn1)N1CCC2(CC1)CC(OCC1CC1)CCO2 (stereo not given)	4.5%
Clc1ccccc1CNCCN1CCCC1	9.0%
O=C(C[C@@H]1C[C@H]2O[C@H](CNCc3ccccc3Cl)[C@@H](O)[C@H]2O1)N1CCOCC1	32.2%[86.2 µM]
COCC(=O)N(C[C@H]1O[C@@H](CC(=O)NC2CC2)[C@H](O)[C@@H]1O)C[C@H]1O[C@@H](CC(=O)NC2CC2)[C@H](O)[C@@H]1O	15.2%
Cn1nc(-c2nncn2CC2CC2)c2c1CCN(C(=O)CC1CCCC1)C2	7.9%
COc1ncc(CN2CCc3c(n(CCOc4ccccc4)n(-c4ccccc4)c3=O)C2)cn1	-1.7%
COc1ccc(CNC(=O)c2nc(Cn3nc(C)c(Br)c3C)no2)cc1OC	u
COc1ccc(Cn2c(=O)c(-c3noc(C)n3)c3n(c2=O)CCCC3)cc1F	15.9%
CCCCc1nnc(SCC(=O)Nc2nccs2)n1C	6.7%
COc1ccc(-n2nc(C(=O)NCc3ccc(F)cc3Cl)c3c4ccccc4n(C)c3c2=O)cc1Cl	-2.1%
NC(=O)NCC(=O)N1CCCC(Nc2ccc3c(c2)OCCO3)C1 (stereo not given)	u
CCOC(=O)/C(C#N)=C/c1cccnc1	2.6%

Compounds listed so far that have a nitro group on carbon:
SMILES	KDM5B inhibitor
O=C(COC(=O)C1(c2ccc(F)cc2)CCCC1)Nc1ccc([N+](=O)[O-])cc1C(F)(F)F	6.1%
Cc1ccccc1N1CCN(C(=S)c2ccc(-c3ccc([N+](=O)[O-])cc3)o2)CC1	-23.7%

An excerpt from above in order of length of the SMILES, rising:
SMILES	KDM5B inhibitor
CCn1c(=O)c2cc(C(=O)NCCCOC)sc2c2ccccc21	u
Cc1ccc(-n2c(SCc3nc(-c4ccccc4C)no3)nnc2-c2ccncc2)cc1C	-21.1%
CCOc1ccc(CCNC(=O)c2cc3c(-c4cccc(OC)c4)nn(C)c3s2)cc1OCC	u

Screening results: PubChem BioAssay, National Center for Advancing Translational Sciences (NCATS)
